# VIM-2 inh = VIM-2 metallo-beta-lactamase inhibitors, primary screen, biochemical, epi-absorbance readout, Pseudomonas aeruginosa enzyme. purified VIM-2, nitrocefin hydrolysis, epi-absorbance fluorescence. inhibition, % at 5.6 µM. actives 0.89% (n = 290,000). AID 1527, 2009;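 active means inhibition above the mean of all tested compounds plus 3 SD, cutoff set per screening run, cut at about 7.5% in these data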;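 further: red hydrolysis product quenches plate fluorescence so inhibitors raise well fluorescence; 0% = enzyme with DMSO and 100% = DMSO without enzyme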
# p-CIP stab down = p/CIP-EGFP fusion destabilizers, primary screen, fluorescence, F442A cells; AID 1984, 2009; decrease of EGFP signal, % at 10 µM; actives 0.01% (n = 290,000); 16 h;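 active means EGFP signal decrease of at least 30% at 10 µM or well 3 SD below plate mean, unless failing retest; inactive means the rest, including hits failing retest or dose response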; further: some compounds called inactive have numbers as strong as hits; many of its hits are not listed in these tables
# HCV NS3 hel inh = inhibitors of HCV NS3 helicase, primary screen, biochemical, Cy5 molecular beacon fluorescence | Hepatitis C virus NS3 helicase | NS3 helicase DNA unwinding | inhibition, % at 10.9 µM | actives 0.56% (n = 290,000);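 active means inhibition above the mean of all tested compounds plus 3 SD, set per campaign, cut at about 35% in these data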;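 further: 0% = DMSO wells and 100% = thioflavine S control wells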
#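 Assay system: hepatitis C virus NS3 helicase domain fragment enzyme. Also added: annealed dual-labelled DNA beacon duplex, ATP-started. Timing: 1 h reaction at 25 °C, ATP-initiated. Technique: Cy5 fluorescence at 0 and 60 min, beacon hairpin quenching. Evaluation: % inhibition of unwinding. Replication: one well per compound.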
# IDE act = human IDE activators in live cells, primary screen, fluorescence polarization, HEK cells, FAbeta-B substrate | actives 0.073% (n = 340,000) | activation, % at 5.96 µM | AID 493087, 2011 | Insulin-degrading enzyme (Homo sapiens), P14735 | FAbeta-B cleavage; 0% vehicle, 100% cell-free pure enzyme wells;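 active means activation above the mean of all tested compounds plus 3 SD, set per screening campaign, cut at about 17% in these data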
# DNA FID counter = compounds displacing fluorescent DNA intercalator, primary screen, artefact control for HCV NS3 helicase inhibitor project, biochemical, FID fluorescence; inhibition, % at 7.9 µM; actives 0.17% (n = 290,000); DNA fluorescent intercalator displacement; AID 1845, 2009; in the data active means inhibition above about 37%;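 further: 0% = vehicle and 100% = reference compound; higher means more ethidium bromide displaced from hairpin DNA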
# MEKK3 PB1 HTS = modulators of MEKK3-MEK5 PB1 binding, primary screen, biochemical, wildtype MEKK3, multiplex bead flow cytometry, Alexa488-MEK5; bead-based flow cytometry, Alexa488-MEK5 binding to MEKK3; actives lie on both sides; 0 = blocked by unlabeled MEK5, 100 = vehicle; Mitogen-activated protein kinase kinase kinase 3 (Homo sapiens), Q99759; binding response (% of control), % at 10 µM; AID 1529, 2009; actives 1.4% (n = 290,000);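 active means binding response more than 3 SD above or below the average of its plate-row segment, actives on both sides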;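 further: Alexa488 bead fluorescence after subtracting the streptavidin-only scavenger bead signal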
# Target sequence (Q99759 whole entry, looked up): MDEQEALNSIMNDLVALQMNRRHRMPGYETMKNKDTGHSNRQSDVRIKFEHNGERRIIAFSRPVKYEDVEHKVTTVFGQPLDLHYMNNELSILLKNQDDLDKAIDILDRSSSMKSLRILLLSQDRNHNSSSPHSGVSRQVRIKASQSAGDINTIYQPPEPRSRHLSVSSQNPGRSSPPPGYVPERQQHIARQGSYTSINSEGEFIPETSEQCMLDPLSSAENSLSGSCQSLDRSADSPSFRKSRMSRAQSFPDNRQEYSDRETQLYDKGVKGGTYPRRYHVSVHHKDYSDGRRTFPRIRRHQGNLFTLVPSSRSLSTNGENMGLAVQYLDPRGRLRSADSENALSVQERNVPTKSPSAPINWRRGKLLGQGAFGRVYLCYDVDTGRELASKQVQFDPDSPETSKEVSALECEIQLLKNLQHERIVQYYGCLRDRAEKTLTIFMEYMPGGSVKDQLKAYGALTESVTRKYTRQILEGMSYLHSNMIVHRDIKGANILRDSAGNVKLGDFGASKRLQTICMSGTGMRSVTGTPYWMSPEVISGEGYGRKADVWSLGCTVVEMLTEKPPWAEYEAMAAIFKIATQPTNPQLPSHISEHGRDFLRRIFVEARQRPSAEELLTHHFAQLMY
# SUMO HTRF inh = inhibitors of in vitro SUMOylation cascade, primary screen, biochemical, HTRF, uHTS. actives 0.36% (n = 290,000). HTRF SUMOylation assay, SAE1/SAE2 + UBC9. inhibition, % at 35 µM. AID 2006, 2009; in the data active means inhibition above about 50%, passing the limit was not always enough; further: strong numbers were not always called active
# Target sequence (P63279 whole entry, looked up): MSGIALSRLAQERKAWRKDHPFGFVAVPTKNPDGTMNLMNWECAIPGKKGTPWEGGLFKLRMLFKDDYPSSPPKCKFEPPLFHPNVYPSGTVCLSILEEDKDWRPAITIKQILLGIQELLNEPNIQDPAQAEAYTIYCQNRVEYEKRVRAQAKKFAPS
# IMP-1 inh = IMP-1 metallo-beta-lactamase inhibitors, primary screen, biochemical, epi-absorbance readout, Pseudomonas aeruginosa enzyme | purified IMP-1, nitrocefin hydrolysis, epi-absorbance fluorescence | metallo-beta-lactamase IMP-1 (Pseudomonas aeruginosa) | actives 0.45% (n = 290,000) | inhibition, % at 5.6 µM | AID 1556, 2009;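 active means inhibition above the mean plus 3 SD of all compounds in the same screening run, cut at about 4.5% in these data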;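 further: 0% = IMP-1 with DMSO and 100% = DMSO wells lacking enzyme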
#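 System: Purified IMP-1 | Read-out basis: Percent enzyme inhibition | Controls: IMP-1 with DMSO as 0%, enzyme-free DMSO as 100% | Replicates: One well per compound | Doses: 5.6 µM nominal single concentration | Detection: Epi-absorbance fluorescence, 480 nm excitation, 530 nm emission | Incubation: 25 °C, 15 min preincubation, 25 min reaction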
# PHOSPHO1 block = PubChem AID 1565 | recombinant PHOSPHO1, absorbance phosphatase assay | inhibition, % at 13.3 µM | actives 1.1% (n = 290,000); in the data active means inhibition above about 60%
# Target sequence (Q8TCT1 whole entry, looked up): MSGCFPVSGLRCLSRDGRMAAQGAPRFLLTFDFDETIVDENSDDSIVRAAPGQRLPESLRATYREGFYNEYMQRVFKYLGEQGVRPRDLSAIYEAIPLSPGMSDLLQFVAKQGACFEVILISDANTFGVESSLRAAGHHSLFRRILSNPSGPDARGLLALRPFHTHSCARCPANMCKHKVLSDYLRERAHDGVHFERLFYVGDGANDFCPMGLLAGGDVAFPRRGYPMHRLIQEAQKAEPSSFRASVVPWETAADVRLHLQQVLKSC
# An asterisk follows results filed as active; nt = no result given. Only part of the results is shown (hit frequency here may not be typical).
SMILES,VIM-2 inh,p-CIP stab down,HCV NS3 hel inh,IDE act,DNA FID counter,MEKK3 PB1 HTS,SUMO HTRF inh,IMP-1 inh,PHOSPHO1 block
Cc1ccc(-c2csc(N/N=C/c3ccco3)n2)cc1,-0.3,-11,46*,-11,-7,97,2,-5.0,28
COc1ccc(-n2c(N)cc(=O)nc2SCC(=O)N2CCN(c3ccccc3)CC2)cc1,-0.1,-17,21,-4,-31,98,3,0.7,31
COc1cc(N/N=C(\C)c2ccc(N)cc2)nc(-c2ccccc2)n1,-2.4,6,-7,-4,-7,107,-7,-1.5,16
CCOc1cc2[nH]c(=S)n(CCN3CCC(C)CC3)c(=O)c2cc1OCC,-2.3,1,-2,-2,3,106,-6,-2.0,-32
CC(=O)N1CCOc2ccc(S(=O)(=O)N3CCCC(C)C3)cc21 (stereo not given),-3.5,-28,4,3,-24,98,11,-2.8,15
Nc1nc(CSc2nnnn2-c2ccc(Cl)cc2)nc(N2CCOCC2)n1,-1.5,-11,6,3,0,103,-4,-1.2,46
COc1cccc(C(CC(=O)O)NS(=O)(=O)c2ccc3c(c2)N(C(C)=O)CC(C)O3)c1 (stereo not given),0.7,13,30,6,-34,97,-3,0.2,27
CCCN(CC(=O)Nc1ccccc1C)C(=O)c1ccc(COc2ccccc2)cc1,-2.9,-19,2,-3,-36,108,3,-4.3,9
COC(=O)CCCC1=CC2=C(c3ccccc3)C(=O)C(C)(OC(=O)C3CCCC3)C(=O)C2=CN1CC(C)C (stereo not given),nt,-16,nt,-2,nt,109,16,nt,35
CCNC(=S)N1CCC(Cc2ccccc2)CC1,-2.7,1,-1,4,-18,103,-1,-4.3,-72
CCCCOc1cccc(C2/C(=C(\O)c3ccc4c(c3)OCCO4)C(=O)C(=O)N2CCN2CCOCC2)c1 (stereo not given),-1.4,4,18,1,-71,99,6,-2.3,17
CC1(C)NC(=O)N(CC(O)COc2cc3ccccc3cc2C(=O)N2CCCCC2)C1=O (stereo not given),-0.5,-1,-5,4,-31,132,20,-2.9,4
Cc1ccc(OCC(=O)N2CCCCCCC2)cc1C,-1.1,-2,12,-5,-23,107,17,-3.2,nt
COc1ccc(CC(=O)NNS(=O)(=O)c2ccc(F)cc2)cc1OC,-0.8,-15,-1,-1,7,104,-9,-0.3,30
C/C(=N\NC(=O)CNc1ccc(F)cc1)c1cc2ccccc2o1,-3.0,7,-4,3,-10,98,-12,-3.4,22
CCOc1ccc(NC(=O)CSc2nnc(-c3ccccn3)n2C)cc1,-0.5,-8,0,2,-9,105,16,-1.3,16
COC(=O)c1ccc(N/N=C/c2cc([N+](=O)[O-])cc(OC)c2O)cc1,-4.4,-12,7,3,5,92,22,-2.7,24
O=C(Nc1ccccc1)N(Cc1ccc(Cl)cc1)CC(O)C(F)(F)F (stereo not given),-3.4,-21,-2,1,-4,108,14,-2.1,16
O=C(CN1C(=O)C2CC=CCC2C1=O)N1CCN(c2ccc([N+](=O)[O-])cc2)CC1 (stereo not given),-0.4,-27,0,1,-8,93,7,-2.5,-1
COc1ccc(S(=O)(=O)NCc2cccnc2)cc1NC(=O)c1ccccc1,-1.0,0,-12,2,-20,101,15,-1.2,23
CC1=C(C(=O)OC(C)(C)C)C(c2ccc3ccccc3c2)NC(=O)N1C (stereo not given),-0.4,-6,-7,1,-31,106,-21,-3.5,2
COc1ccc(Cc2nnc(NC(=O)c3ccco3)s2)cc1,-2.8,-6,1,4,-2,99,20,-3.3,7
O=C(COc1ccc(-n2cnnn2)cc1)NC(=O)NCc1ccccc1,-3.2,-10,-3,5,-6,120,-12,-3.3,16
N#Cc1nc(COc2ccc(F)cc2)oc1N1CCCCC1,-1.1,-14,-5,0,-14,104,-1,-2.2,23
O=C1Nc2cc(Cl)c(Cl)cc2N(O)N1c1cc(Cl)cc(Cl)c1,-1.5,-12,-9,6,6,101,-1,-0.3,8
CN(c1ccccc1C(=O)Nc1ccccc1-c1ccccc1)S(C)(=O)=O,-1.6,-13,3,9,-17,108,8,-2.3,nt
Cc1ccc(C)c(OCC(=O)Nc2ccc3c(c2)OCO3)c1,-2.2,-4,9,-1,-11,nt,-2,-1.0,21
COc1ccc(N2CCN(C(c3cccs3)C(C)NS(=O)(=O)c3ccccc3)CC2)cc1 (stereo not given),-4.4,2,-6,8,-10,nt,-19,-3.7,11
CCOC(=O)c1ccccc1NC(=O)CSc1nnc(COc2ccccc2C)n1C,-1.5,-4,-3,4,-33,104,0,-2.1,-1
CCN(Cc1ccccc1)C(=O)c1cccc(OC2CCN(C(=O)C3CC3)CC2)c1,-0.2,-2,-4,-3,-57,95,1,-1.8,17
COc1cccc(Cn2cnc3c(NS(=O)(=O)c4ccc(Cl)cc4Cl)c(C)c(C)cc32)c1,1.1,6,1,0,2,95,-26,-1.2,20
O=C(Cn1cc(C(F)(F)F)ccc1=O)N/N=C/c1cccc(Cl)c1,-2.2,-13,-5,3,-16,95,-3,-3.1,-8
COc1ccccc1N1CCN(C(=O)CCS(=O)(=O)c2ccc3c(c2)NC(=O)C(C)S3)CC1 (stereo not given),-4.6,-10,38*,4,-49,97,-4,-4.7,2
O=C(O)c1cccc(-n2cccc2/C=C2/SC(=O)N(CC(=O)N3CCCC3)C2=O)c1,2.8,-4,14,-2,-18,105,-8,-1.1,4
CCn1c(=O)c2c(nc3n2CCCN3Cc2ccccc2)n(C)c1=O,0.0,10,0,-3,-27,106,-24,-2.0,2
COc1ccc(/C=C/c2nc(N)nc(-c3ccccc3O)n2)cc1,-3.8,2,-2,5,1,106,-9,-1.7,-10
COCc1cc(=O)n2[nH]c(-c3ccc(C)cc3)cc2n1,-1.7,-4,7,2,-3,104,20,-5.5,-14
O=C(CN(C(=O)CCC(=O)Nc1ccccn1)c1cccc(F)c1)NCc1ccc2c(c1)OCO2,1.0,-2,1,1,-39,98,3,-3.4,40
S=c1[nH]nc(Nc2ccc(Cl)cc2)s1,-2.9,3,12,-11,-7,98,13,-2.3,86*
Cc1sc2ncnc(OCC(=O)N3CCN(C(=O)c4ccco4)CC3)c2c1C,-3.6,5,7,3,-11,101,-13,-3.3,17
O=C(OCC(=O)N1CCCC1)c1c2c(nc3ccccc13)CCCCC2,-6.7,-8,7,3,-40,105,9,-1.7,10
O=c1c(C=Nc2ccc(Cl)cc2)c[nH]n1-c1cccc(Cl)n1,-0.9,5,2,0,6,107,-6,-1.7,12
O=C(Nc1ccc(Cl)cc1)c1cnc(-c2ccccc2)nc1-c1ccccc1,-1.1,-3,4,1,-2,95,19,-1.5,19
COc1ccccc1-c1nc(C#N)c(N2CCCCCC2)o1,-0.2,2,-4,4,-24,101,12,-1.0,49
Cc1cnc(SCCc2ccncc2)nc1C,1.1,10,-13,nt,2,100,-9,-0.2,7
O=C1NN(c2cccc(Br)c2)C(=O)/C1=C\c1ccccc1,-4.5,4,-17,-3,-1,107,4,-1.9,48
O=C(CSc1cccc2cccc(Cl)c12)NCc1cccs1,-1.6,-12,-3,1,-10,103,16,-1.5,-2
CCn1nnc(NC(=O)c2ccc(-c3ccccc3[N+](=O)[O-])o2)n1,0.8,10,0,4,-3,62,-29,0.1,-9

# Molecules listed so far that have a nitro group on carbon (3):
SMILES,VIM-2 inh,p-CIP stab down,HCV NS3 hel inh,IDE act,DNA FID counter,MEKK3 PB1 HTS,SUMO HTRF inh,IMP-1 inh,PHOSPHO1 block
COC(=O)c1ccc(N/N=C/c2cc([N+](=O)[O-])cc(OC)c2O)cc1,-4.4,-12,7,3,5,92,22,-2.7,24
O=C(CN1C(=O)C2CC=CCC2C1=O)N1CCN(c2ccc([N+](=O)[O-])cc2)CC1 (stereo not given),-0.4,-27,0,1,-8,93,7,-2.5,-1
CCn1nnc(NC(=O)c2ccc(-c3ccccc3[N+](=O)[O-])o2)n1,0.8,10,0,4,-3,62,-29,0.1,-9

# Carrying on.
SMILES,VIM-2 inh,p-CIP stab down,HCV NS3 hel inh,IDE act,DNA FID counter,MEKK3 PB1 HTS,SUMO HTRF inh,IMP-1 inh,PHOSPHO1 block
CCOc1ccc(Nc2nc3ccccc3c(=O)s2)cc1,-2.0,2,-8,-2,-5,103,-2,-3.6,20
CCn1c(C)cc(/C=C2/SC(=O)N(C(C)C(=O)OC)C2=O)c1C (stereo not given),-3.4,-3,2,10,-26,98,4,-2.1,51
CC(C)CCNC(=O)CCc1nnc(COc2ccccc2)o1,0.3,-7,-3,9,-9,96,4,-2.1,23
COc1ccc(/C=C/C(=O)Nc2ccc(N3CCOCC3)cc2)cc1,-0.9,1,-6,0,-10,99,18,-1.2,-10
CCOc1cccc(C(=O)Nc2cccc(-c3nnc(-c4ccc(C)cc4)o3)c2)c1,-1.7,2,3,-2,0,82,5,-6.2,0
O=C(Cc1nn[nH]n1)c1ccccc1O,4.9,-5,-2,0,-5,97,16,-3.1,7
Cc1cc(C(=O)NCc2ccco2)c2ccccc2n1,-1.1,4,0,0,0,106,10,-1.1,20
CC(C)(C)S(=O)(=O)c1cnc(-c2cnccn2)nc1N,-3.2,-20,10,nt,-4,134*,-4,-4.0,37
Cn1ncc([N+](=O)[O-])c1C(=O)N1CCOCC1,0.9,-17,5,2,0,103,-2,-1.7,38
CN(Cc1nc(-c2ccccn2)no1)S(=O)(=O)c1ccccc1,1.1,-1,10,3,-4,99,-6,-2.1,-17
Cc1ccnc(N2CCCC(C(=O)Nc3cc(F)ccc3C)C2)n1 (stereo not given),-1.6,-5,2,-2,-2,110,25,-2.4,24
O=C(CCC(=O)N1CCCC1)Nc1nnc(C2CCCCC2)s1,-1.5,-4,9,2,-18,101,22,-2.9,-13
CCN(CC(=O)NC(C)C)C(=O)c1ccc(S(=O)(=O)N(C)c2ccccc2OC)cc1,-2.9,18,5,3,-17,102,-20,-3.6,-11
COc1ccccc1NC(=O)c1sc2ncn(CC(=O)N3CCC(C)CC3)c(=O)c2c1C,-5.8,-9,-10,2,-16,104,22,-2.9,6
COc1ccc(N2CCN(C(=O)C3CCN(S(=O)(=O)c4ccccc4)CC3)CC2)cc1,-1.8,-22,-6,-4,-29,104,21,-3.5,35
CC(C)(C)c1ccc(C(=O)N2CCC(C(=O)NC3CCCCCC3)CC2)cc1,-2.6,-9,-7,4,-48,104,-4,-0.8,40
O=C(C1CCN(S(=O)(=O)c2ccc(Br)cc2)CC1)N1CCOCC1,-2.8,-13,-2,-1,-20,107,-12,-1.4,14
O=C(CSc1nnc(Cn2c(=O)sc3ccccc32)n1CCc1ccccc1)N1CCCC1,-2.1,-4,6,2,-11,nt,4,-4.8,2
N#Cc1ccccc1Sc1ccccc1C(=O)OCC(=O)NC1CCCCC1,-3.5,-6,-2,0,-8,92,6,1.1,-2

# Screening results from PubChem BioAssay.
